Assay outcomes deposited in PubChem by several laboratories.
FBA Mtb inh – Mtb fructose-bisphosphate aldolase inhibition; 2.3% of 360,000 active; inhibition, % at 1 µM; purified M. tuberculosis FBA, fluorescence read-out; P9WQA3; AID 588726; in the data active means inhibition above about 27%;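 further: 0% = vehicle and 100% = reference inhibitor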
Target sequence (P9WQA3 whole entry, looked up): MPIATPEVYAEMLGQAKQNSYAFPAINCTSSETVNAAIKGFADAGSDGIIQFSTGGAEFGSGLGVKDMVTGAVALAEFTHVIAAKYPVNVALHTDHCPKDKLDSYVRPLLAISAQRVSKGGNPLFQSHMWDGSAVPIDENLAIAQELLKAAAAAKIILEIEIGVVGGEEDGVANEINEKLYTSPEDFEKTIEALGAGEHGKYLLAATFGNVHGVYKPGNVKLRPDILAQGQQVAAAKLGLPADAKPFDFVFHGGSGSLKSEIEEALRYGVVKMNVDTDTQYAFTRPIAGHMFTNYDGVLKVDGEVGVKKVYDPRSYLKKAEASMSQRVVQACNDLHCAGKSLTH
BoNT-A LC inh2 – blocks Botulinum neurotoxin A light chain protease. multiplex microsphere protease substrate cleavage, flow cytometry. inhibition, % at 10 µM. 0.17% of 360,000 active. AID 588499; in the data active means inhibition above about 30%; inconclusive means no clear call, values can overlap the other calls; further: plate controls were buffer without enzyme for full effect and enzyme alone for no effect
FadD28 FP inh – M. tuberculosis FadD28 bisubstrate binding inhibition. FadD28 bisubstrate probe binding, fluorescence polarization. inhibition, % at 12.5 µM. 0.22% of 360,000 active. AID 588549; in the data active means inhibition above about 8.5%, passing the limit was not always enough; inconclusive means no clear call, values can overlap the other calls
PrPC TRFRET – reduces human prion protein on the cell surface | inhibition, % at 13.8 µM | 0.43% of 370,000 active | P04156 | cell surface PrPC, TR-FRET read-out; in the data active means inhibition above about 24%; further: 0% = median of the test wells and 100% = reference compound wells
BioA inh – blocks M. tuberculosis BioA enzyme activity; purified M. tuberculosis BioA enzyme, plate reader; inhibition, % at 9.99 µM; 0.096% of 360,000 active; AID 602481; in the data active means inhibition above about 40%; inconclusive means no clear call, values can overlap the other calls
CCHFV vOTU inh – blocks the CCHF virus ovarian tumor domain protease. inhibition, % at 11.5 µM. 0.55% of 370,000 active. CCHFV vOTU protease, Pep-AMC fluorescence; further: 0% = vehicle wells with enzyme and 100% = no enzyme wells
BoNT-F LC inh – blocks Botulinum neurotoxin F light chain protease | Multiplex microsphere protease cleavage assay, flow cytometry | inhibition, % at 10 µM | 0.22% of 360,000 active; in the data active means inhibition above about 35%, passing the limit was not always enough; inconclusive means no clear call, values can overlap the other calls; further: plate controls were buffer without enzyme for full effect and enzyme alone for no effect
GDH-TPI counter – inhibits GDH-TPI coupling enzymes, artifact for Mtb FBA screen; inhibition, % at 4.8 µM; 1.2% of 360,000 active; AID 588335; GDH-TPI coupled enzyme counterscreen, NADH absorbance;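 further: 0% = DMSO wells and 100% = wells lacking the enzyme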
Mtb UGM inh – Mtb UDP-galactopyranose mutase inhibition | P9WIQ1 | 0.06% of 320,000 active | purified UGM, fluorescence polarization probe displacement | inhibition, % at 10 µM | AID 504406; in the data active means inhibition above about 10%, passing the limit was not always enough; inconclusive means no clear call, values can overlap the other calls
Target sequence (P9WIQ1 whole entry, looked up): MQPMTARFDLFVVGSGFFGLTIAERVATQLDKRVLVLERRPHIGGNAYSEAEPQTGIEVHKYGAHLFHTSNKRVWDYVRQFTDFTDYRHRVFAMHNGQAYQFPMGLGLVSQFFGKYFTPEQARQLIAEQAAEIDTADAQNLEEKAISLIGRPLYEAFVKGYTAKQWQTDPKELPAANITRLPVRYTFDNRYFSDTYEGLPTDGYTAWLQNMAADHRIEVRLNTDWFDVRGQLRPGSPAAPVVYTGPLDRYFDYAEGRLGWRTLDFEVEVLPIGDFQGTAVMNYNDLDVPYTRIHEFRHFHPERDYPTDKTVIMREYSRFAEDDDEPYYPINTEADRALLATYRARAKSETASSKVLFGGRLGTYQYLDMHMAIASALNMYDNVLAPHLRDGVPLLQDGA
The depositor's hits bear a star; u = inconclusive; x = not tested or not shown. Unless noted, no stated cut-off is given here; in the data, active means inhibition above about 30%; inactive means the rest.

SMILES	FBA Mtb inh	BoNT-A LC inh2	FadD28 FP inh	PrPC TRFRET	BioA inh	CCHFV vOTU inh	BoNT-F LC inh	GDH-TPI counter	Mtb UGM inh
O=C(CN1C(=O)C2C3C=CC(C3)C2C1=O)Nc1ccc(S(=O)(=O)Nc2nccs2)cc1 (configuration not stated)	3.2	-0.4	0.9	0.9	x	1.2	-2.2	1.6	-3.4
Cc1nc([N+](=O)[O-])c(Br)n1CC(=O)c1ccc(Cl)cc1	1.5	0.6	-1.0	-9.8	x	9.2	7.4	1.7	u
Cc1ccc(-c2nc(N)sc2CC(=O)OCC(=O)N2C(C)CCCC2C)cc1 (configuration not stated)	-2.5	-0.7	-3.1	0.5	-2.9	-1.8	-4.4	0.7	-1.5
Cc1cccc(CSc2nnnn2-c2ccccc2)c1	1.1	0.3	-1.5	5.8	x	1.6	3.5	11.2	-1.6
COc1ccc([C@@H]2C[C@H]3CN(Cc4ccccc4OC)C(=O)[C@]34CCCN24)cc1C	1.7	-3.9	-4.9	-2.2	1.1	-3.6	31.5	4.5	-0.5
O=C(NS(=O)(=O)c1ccc(Cl)s1)c1ccccc1	0.1	-1.8	-0.2	7.5	-0.2	2.1	2.9	-5.7	4.0
COc1ccc(N2C(=O)CSC23CCC(C(C)(C)C)CC3)cc1 (configuration not stated)	-2.4	-2.7	-0.2	-3.4	x	-8.0	-22.2	6.9	0.4
CCOc1ccccc1NC(=S)N1CCN(c2ccccc2)CC1	-0.1	2.6	-1.7	-6.0	-0.1	5.6	u	-3.1	1.2
Cc1nc(-c2noc(-c3ccccc3Cl)n2)c(C(F)(F)F)o1	0.8	-1.1	-4.8	2.6	0.4	2.9	2.5	2.9	-0.4
CCOc1ccc2nc(-c3ccc(OC)c(OC)c3)cc(C(=O)O)c2c1	3.6	-0.2	-0.3	1.3	-0.5	-7.4	-6.2	8.8	3.1
CCOC(=O)C[n+]1c(C)ccc2c1CCC2	-2.7	0.4	-0.7	2.0	-1.9	-2.3	5.9	-1.7	-1.6
O=C(Nc1cccc(Cl)c1)Nc1csc([N+](=O)[O-])c1	-2.4	-1.3	-4.3	1.3	-1.0	-2.7	u	-2.3	-1.8
CCN1CCN(S(=O)(=O)c2ccc(Cl)c(C(=O)N(C)Cc3ccco3)c2)CC1	-1.6	x	-3.4	7.7	0.1	-7.4	x	10.2	x
CCCc1ccccc1OCCNC(=O)c1cc(=O)n(C)c(=O)n1C	-2.0	0.1	2.5	-4.2	x	2.2	0.6	-6.1	0.9
CN(CC(=O)Nc1cccc(F)c1)C(=O)c1ccc2c(c1)OCCO2	-2.2	-7.5	-1.1	-4.5	2.6	-1.7	-9.1	2.5	1.4
CC(=O)Nc1cc(C(=O)N2CCC3(CC2)OCCO3)ccc1S(=O)(=O)c1ccc(C)cc1	2.2	-0.8	-0.8	6.5	-0.2	22.1	2.0	-4.4	0.0
CC(C)(C)C(=O)O[C@H]1CC[C@@]2(C)C(=CC(=O)C3C2CC[C@]2(C)C(=O)CCC32)C1 (some centres not stated)	-0.3	-0.1	-0.7	-5.8	-2.2	1.1	2.1	0.0	-1.7
Cc1ccnc(NC(=O)CCC(=O)N(CC(=O)NC(C)(C)C)c2ccc(F)c(Cl)c2)c1	-1.6	0.2	-5.0	-3.9	x	15.1	-1.7	-3.1	0.8
O=C(COc1ccc2c(-c3ccccc3)cc(=O)oc2c1)N[C@@H](Cc1c[nH]c2ccc(O)cc12)C(=O)O	3.5	0.8	1.1	-8.6	4.6	7.3	-0.7	12.5	-1.0
O=C1C(Cl)=C(Nc2cccc(O)c2)C(=O)N1Cc1ccccc1	0.6	-0.9	-3.7	-3.3	x	-5.8	-2.1	1.0	0.3
CCCCNC(=O)N(O)C1N(/N=C/c2ccc(N(C)C)cc2)C(=S)SC1(C)C (configuration not stated)	-2.4	-1.3	-1.0	8.1	-0.8	12.2	-32.3	27.0	0.1
Cc1cc(C)nc(SCNC(=O)c2ccccc2)n1	3.0	0.4	2.0	-1.7	-1.7	-3.2	-1.3	-7.9	-0.2
CCOc1ccc(N(C)C(=O)CCc2nnc3ccc(N4CCOCC4)nn23)cc1	-3.9	-0.6	0.9	-2.9	-1.6	0.4	8.6	7.4	3.5
Cc1cc2nc(-c3ccccc3)c(Cc3cccc(F)c3)n2c(C)c1Br	1.9	3.0	-17.7	1.9	-1.0	6.8	-7.5	x	x
c1ccc(CN2CCC(Nc3ncnc4sccc34)CC2)cc1	7.0	0.5	-1.2	2.5	x	3.5	6.6	3.1	0.9
NC(=O)c1ccsc1NC(=O)COC(=O)Cc1ccccc1	3.1	2.3	-1.8	-3.6	3.8	-0.9	3.0	1.6	-2.9
COc1ccccc1CNC(=O)c1csc(Cc2ccc(Cl)cc2)n1	3.1	-0.2	-0.7	-0.4	8.3	11.4	0.5	1.1	-2.0
CCN(CC)c1ccc(C(NC(C)=O)NC(C)=O)cc1	-2.4	-0.2	-3.6	-3.3	0.3	8.0	-7.0	1.7	-1.0
c1ccc(-c2csc(NNC3=NCCCCC3)n2)cc1	3.6	0.9	1.0	4.3	x	6.3	-10.6	4.1	-0.8
O=C(NNc1ccc(F)cc1)c1c(F)cccc1Cl	-2.0	x	-2.5	19.6	-1.4	-3.9	x	7.3	-2.5
COc1ccc(NC(=O)c2ccc(-n3c(C)ccc3C)cc2)c(OC)c1	0.1	-1.5	0.2	3.5	x	9.0	-2.1	0.6	x
O=C(COC(=O)COc1ccccc1)Nc1ccc(OC(F)(F)F)cc1	2.2	0.1	-3.1	0.4	-0.8	24.2	-5.4	-2.9	2.8
CCC(C)(C)c1ccc(OCCN2C(=O)NC(C)(C)C2=O)cc1	-2.2	1.4	-0.9	1.8	1.3	6.5	1.9	-9.5	2.5
COCCNc1nc2c(-c3cccc(C(F)(F)F)c3)nnn2c2ccccc12	2.0	-2.1	-0.6	6.4	-0.6	-3.5	-19.3	-3.0	-0.2
COc1ccc(S(=O)(=O)N2CCN(c3nn(C)c(=O)n(C)c3=O)CC2)cc1	-1.5	-0.4	-1.4	-7.8	-1.3	-4.7	-1.6	3.2	2.3
COc1ccc(C(=O)Nc2ccc(N3CCOCC3)cc2)cc1OC	-2.0	-0.9	-0.5	1.8	4.9	-5.8	-5.5	9.2	0.8
C=CCNC(=O)O/N=C/c1csc([N+](=O)[O-])c1	0.6	0.4	-2.3	-34.4	-1.3	-6.3	u	-5.5	0.6
COc1ccc(-c2sc3ccccc3c2-c2ccc(OC)cc2F)cc1	x	0.3	x	-0.2	x	3.8	-1.2	x	x
CCCSc1nc(C)c(-c2csc(C(C#N)=C3CCCC3)n2)cc1C#N	-0.6	2.0	-1.0	-0.5	x	-9.3	11.9	2.4	-0.3
Cc1ccc(-c2ccc(=O)n(Cc3ccc(F)cc3)n2)cc1	1.4	-2.2	-1.5	3.8	-3.8	21.5	-8.4	-10.5	1.0

A draw from above in order of length of the SMILES, falling:
SMILES	FBA Mtb inh	BoNT-A LC inh2	FadD28 FP inh	PrPC TRFRET	BioA inh	CCHFV vOTU inh	BoNT-F LC inh	GDH-TPI counter	Mtb UGM inh
NC(=O)c1ccsc1NC(=O)COC(=O)Cc1ccccc1	3.1	2.3	-1.8	-3.6	3.8	-0.9	3.0	1.6	-2.9
c1ccc(-c2csc(NNC3=NCCCCC3)n2)cc1	3.6	0.9	1.0	4.3	x	6.3	-10.6	4.1	-0.8
Cc1cc(C)nc(SCNC(=O)c2ccccc2)n1	3.0	0.4	2.0	-1.7	-1.7	-3.2	-1.3	-7.9	-0.2

Other results follow:
SMILES	FBA Mtb inh	BoNT-A LC inh2	FadD28 FP inh	PrPC TRFRET	BioA inh	CCHFV vOTU inh	BoNT-F LC inh	GDH-TPI counter	Mtb UGM inh
COc1ccc(NC(=O)c2cc3sccc3n2Cc2ccc(F)cc2)cc1OC	-3.8	-2.4	1.0	10.6	0.2	-6.9	3.2	12.7	1.9
Cc1cc([N+](=O)[O-])nn1CC(=O)NCCCN1CCOCC1	9.1	0.4	0.1	-3.8	-0.6	-6.8	-1.0	1.5	0.7
O=C(COc1ccccc1)Nc1ccc(N2CCN(C(=O)c3ccco3)CC2)cc1	5.4	-0.1	-2.0	16.2	x	-7.3	-4.1	3.4	-1.7
COc1ccc(NC2CCCN(Cc3cccc4cnccc34)C2)cc1 (configuration not stated)	2.2	1.0	-0.7	-5.4	0.3	1.0	-2.3	14.6	-0.8
CN(CC(=O)NCc1ccccn1)S(=O)(=O)c1ccc2ccccc2c1	6.1	-0.8	0.1	-9.0	-1.9	0.8	-9.2	12.2	2.1
COc1ccc(-n2c(Cn3nnc4ccccc43)n[nH]c2=S)cc1	1.5	0.5	-2.6	-3.1	0.6	-4.1	-8.6	10.7	x
COc1ccc(C2SCC(=O)Nc3c2c(C)nn3C2CCOC(C)(C)C2)cc1OC (configuration not stated)	-0.1	u	0.2	-3.0	-0.3	-0.3	-1.8	8.5	2.3
Cc1ccsc1C(=O)OCC(=O)NCc1ccc2c(c1)OCO2	-2.5	0.1	1.5	5.8	x	9.8	3.3	3.5	-4.2
CC1CN(C(=O)CCC(=O)N2CCN(c3ccccn3)CC2)c2ccccc2O1 (configuration not stated)	7.3	-0.6	-0.8	-2.0	0.9	-3.9	-1.0	-3.9	-0.9
CC1(C)NC(=O)[C@H]2CCCN21	-1.0	-0.3	-4.2	-6.1	0.0	-1.9	1.1	4.9	0.7
C/C(CC(=O)Nc1c(C)cc(C)cc1C)=N\NC(=O)Cc1ccccc1	0.8	-0.4	-1.2	-6.4	0.3	-1.9	-0.6	6.8	2.2
CC1CCc2sc(C(=O)NCc3ccccn3)cc2C1 (configuration not stated)	5.4	2.7	2.0	-0.4	-2.8	9.3	13.0	8.3	0.2
O=C(CCN1C(=O)c2cccc3cccc(c23)C1=O)Nc1ccon1	25.9	-0.5	-1.6	-14.1	-0.3	-17.5	-1.0	18.9	1.6
O=C(CCC1CCCN(C(=O)c2ccc3[nH]ccc3c2)C1)N1CCN(c2ccccn2)CC1 (configuration not stated)	11.6	0.2	-1.3	5.8	-0.3	-11.6	4.6	1.6	-0.8
CC(C)n1c(-c2ccncc2)n[nH]c1=S	-0.4	1.0	-1.8	-2.4	x	8.0	3.0	-1.3	-1.9
Cc1[nH]nc(Nc2ccccc2)c1[N+](=O)[O-]	-2.8	0.8	-3.8	-11.3	0.2	7.4	-5.5	9.9	2.9
COc1ccccc1CN(Cc1cc2cc3c(cc2[nH]c1=O)OCCO3)Cc1nnnn1Cc1ccco1	18.7	-0.2	0.0	1.9	-1.0	-16.7	-5.4	11.8	-1.2
CCNC(=O)C1(C)CCCN(Cc2ccc(-c3ccccc3)o2)C1 (configuration not stated)	0.4	0.1	-0.6	8.2	0.4	7.2	-1.8	4.6	x
c1ccc2c(c1)CC(CN1CCNCC1)O2 (configuration not stated)	0.2	-2.9	-3.5	5.5	1.4	-10.9	0.8	-11.4	-0.7
Cc1cc(C(=O)NC2CCCc3c2cnn3-c2cccc(C)c2C)n(C)n1 (configuration not stated)	9.4	3.5	x	21.6	-4.5	4.2	3.2	1.0	3.2
COCCn1nnnc1CN1CCOCC1	-0.9	-0.8	-3.9	10.2	0.8	-4.2	1.4	-5.7	0.7
COCCCn1c(=O)/c(=C\c2ccc(OC(F)F)c(OC)c2)s/c1=C(/C#N)C(=O)NCCOC	2.1	0.6	-0.4	-1.7	x	-8.9	-2.7	13.9	-0.8
O=C(NCc1ccc(-c2csnn2)cc1)C1CC1	1.4	-0.4	-4.2	-3.7	-1.2	-0.2	u	-4.7	2.3
O=C(NCCCN=C1NS(=O)(=O)c2ccccc21)c1ccncc1	1.8	-0.4	0.0	-6.3	x	-9.1	-2.9	9.2	1.1
CCN(CC(=O)Nc1ccc2c(c1)OCCO2)CC(=O)Nc1ccc2c(c1)OCO2	1.0	-0.5	-0.5	3.3	x	-6.9	5.9	0.0	2.7
COc1ccc(-c2csc(NC(=O)c3cccc(N4C(=O)CCC4=O)c3)n2)cc1C	1.8	-2.2	-0.4	3.3	-2.7	6.8	3.4	20.7	3.3
